12-LOX inh – Primary qHTS assay for inhibitors of human arachidonate 12S-lipoxygenase (ALOX12): Round 2. Polyunsaturated fatty acid lipoxygenase ALOX12 (Homo sapiens), P18054. purified 12hLO, xylenol orange hydroperoxide absorbance. Potency, µM (series often up to 108 µM), for the others: top-dose activity change, negative = inhibition, actives largely listed as inhibitors. 580,000 compounds, 1.1% hits. AID 1671190, 2021; also: potency is read from the fitted curve at half-maximal effect; % is scaled to controls: 0 for no effect and ±100 for the full control effect
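Purified human 12hLO (150 nM final) in 25 mM Hepes, 0.01% Triton X-100, pH 7.0 was preincubated 15 min at room temperature with compound. Then 40 uM arachidonic acid was added, 30 min. Hydroperoxide was read by Fe-XO absorbance ratio 573/405 nm.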
Vif-APOBEC3F blk – qHTS for Inhibitors of Vif-A3F Interactions: qHTS; HeLa A3F-eYFP + Vif (tagged APOBEC3F with the HIV-1 protein that degrades it), YFP fluorescence increase; Potency, µM (top dose mostly 46.1 µM), for the others: at the top dose activity, negative = active; 390,000 compounds, 0.2% hits; AID 602313, 2012; also: potency is read from the fitted curve at half-maximal effect; % of control where 0% means no effect; nearly all actives have a fitted effect of over 65% in size
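HeLa cells stably expressing A3F-eYFP plus Vif, plated and incubated overnight at 37 deg C, then exposed to compounds overnight at 37 deg C. Blocked degradation read as raised yellow fluorescence (Ex 488/Em 500-530).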
D2 ag – HTS Assay for Allosteric Agonists of the Human D2 Dopamine Receptor: Primary Screen for Agonists. D(2) dopamine receptor (Homo sapiens), P14416. HEK293 T-REx D2 cells, calcium flux agonist mode. activation, % at 2 µM. 340,000 compounds, 0.53% hits;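 active = activation over 3 SD above normal in the single-dose calcium agonist read, cut at about 30% in these data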; also: 0% is about no effect
Target sequence (P14416 whole entry, looked up): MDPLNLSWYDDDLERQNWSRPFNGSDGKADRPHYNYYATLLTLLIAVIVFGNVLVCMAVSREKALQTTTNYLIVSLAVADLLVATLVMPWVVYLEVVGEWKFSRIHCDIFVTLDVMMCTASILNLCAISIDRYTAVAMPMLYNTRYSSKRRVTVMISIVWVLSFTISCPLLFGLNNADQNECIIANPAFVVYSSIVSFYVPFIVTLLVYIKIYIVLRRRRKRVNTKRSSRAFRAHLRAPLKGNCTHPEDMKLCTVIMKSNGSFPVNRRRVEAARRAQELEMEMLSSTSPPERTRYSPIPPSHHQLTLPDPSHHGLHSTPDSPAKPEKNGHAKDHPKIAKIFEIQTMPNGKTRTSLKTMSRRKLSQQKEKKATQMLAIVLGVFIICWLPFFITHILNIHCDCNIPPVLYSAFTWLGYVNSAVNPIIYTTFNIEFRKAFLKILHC
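In this primary screen, compounds producing a positive calcium signal within 180 s of addition to tetracycline-induced, force-coupled HEK293 Trex D2 cells are flagged; cells are dye-loaded with a no-wash calcium kit beforehand.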
Vif-A3G inh – qHTS for Inhibitors of Vif-A3G Interactions: qHTS | AID 602310, 2012 | DNA dC->dU-editing enzyme APOBEC-3G (Homo sapiens), Q9HC16 | 410,000 compounds, 0.076% hits | HeLa A3G-eYFP + Vif (tagged APOBEC3G with the HIV-1 protein that degrades it), YFP fluorescence, overnight | Potency, µM (doses to about 46.1 µM), for the others: at the top dose activity, negative = active, usual class: inhibitors;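 also: potency is read from the fitted curve at half-maximal effect; % is scaled to controls: 0 for no effect and ±100 for the full control effect; nearly all actives have a fitted effect of over 60% in size; hits raise eYFP signal because A3G escapes Vif-driven loss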
Target sequence (Q9HC16 whole entry, looked up): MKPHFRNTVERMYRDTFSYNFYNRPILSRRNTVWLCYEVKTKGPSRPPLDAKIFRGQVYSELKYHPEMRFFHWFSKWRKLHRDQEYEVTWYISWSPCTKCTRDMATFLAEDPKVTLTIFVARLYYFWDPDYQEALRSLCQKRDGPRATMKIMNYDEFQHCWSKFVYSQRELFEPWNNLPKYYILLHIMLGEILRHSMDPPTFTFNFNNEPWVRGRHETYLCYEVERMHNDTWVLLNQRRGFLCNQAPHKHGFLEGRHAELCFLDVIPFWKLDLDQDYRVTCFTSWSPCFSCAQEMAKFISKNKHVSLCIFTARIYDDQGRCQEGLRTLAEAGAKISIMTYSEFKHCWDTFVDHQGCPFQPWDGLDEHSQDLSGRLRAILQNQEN
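HeLa cells stably expressing Vif and C-terminally eYFP-tagged A3G, seeded overnight at 37 deg C, then exposed to compound by pintool overnight at 37 deg C. Rise in yellow fluorescence (Ex 488/Em 500-530, Acumen) marks blocked Vif-driven A3G degradation.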
LDHA block – qHTS assay for inhibitors of human lactate dehydrogenase; L-lactate dehydrogenase A chain (Homo sapiens), P00338; purified LDHA, NADH/diaphorase-resazurin fluorescence; hits give low values; activity change, % (values are at about 110 or 230 µM); 480,000 compounds, 0.15% hits; AID 1347041, 2019; in the data active = activity change below about -30%; inconclusive = mostly about -25% to -30%;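 also: plate controls were DMSO wells for no effect and wells without enzyme for full effect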
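Remaining NADH was detected by diaphorase (0.133 mg/mL) converting 37 µM resazurin to fluorescent resorufin, read at 0 and 20 minutes. The preceding 5-minute room-temperature reaction used 2 nM LDHA, 0.2 mM sodium pyruvate and 0.06 mM NADH at pH 7.4.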
Glioma ERSR ind – qHTS for Inducers of the Endoplasmic Reticulum Stress Response (ERSR) in Human Glioma: qHTS | U87-MG GRP78 promoter luciferase reporter, 16 h | Potency, µM, for inactives: at the highest dose activation, actives largely listed as activators | 420,000 compounds, 0.02% hits; also: potency is read from the fitted curve at half-maximal effect; series mostly up to about 76 µM; % of control where 0% means no effect; nearly all actives have a fitted effect of over 35% in size
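Stably transfected U87-MG human glioma cells carrying a GRP78-based luminescent sensor were seeded at 1000 cells/well, pin-dosed with compounds and incubated 16 h. Luciferase reagent was then added, and end-point luminescence was read after 10 min at room temperature.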
RGS4 inhibitor – Inhibitors of Regulator of G Protein Signaling (RGS) 4: qHTS; Regulator of G-protein signaling 4 (Homo sapiens), P49798; Potency, µM (series often up to 114 µM), inactives show top-dose activity change, negative = inhibition, actives largely listed as inhibitors; 390,000 compounds, 0.039% hits; Transcreener GDP fluorescence polarization, RGS4-accelerated GTP hydrolysis; also: potency is read from the fitted curve at half-maximal effect; % is scaled to controls: 0 for no effect and ±100 for the full control effect; nearly all actives have a fitted effect of over 75% in size; some results filed as inactive show a strong effect at the top dose
Target sequence (P49798 whole entry, looked up): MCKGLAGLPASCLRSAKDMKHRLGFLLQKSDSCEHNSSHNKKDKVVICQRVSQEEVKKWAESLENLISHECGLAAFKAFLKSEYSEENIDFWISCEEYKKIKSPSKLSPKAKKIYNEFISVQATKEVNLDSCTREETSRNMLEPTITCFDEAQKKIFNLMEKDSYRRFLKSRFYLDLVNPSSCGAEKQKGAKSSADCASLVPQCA
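MLSMR compounds (23 nl, pin-transferred) preincubated 10 min at room temperature with a 500nM (2x) first reagent, then RGS4 at 900nM (2x) plus Transcreener GDP mix added; fluorescence polarization (620/688 nm) read before and after 90 min at 30 °C.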
ERG Ets-DNA blk – qHTS for Small Molecule Inhibitors of the ERG Ets/DNA interaction. Transcriptional regulator ERG (Homo sapiens), P11308. fluorescence polarization, His-ERG Ets domain / labelled DNA. Potency, µM (series often up to 76.9 µM), for inactives: at the top dose FP activity, negative = inhibition, actives largely listed as inhibitors. 370,000 compounds, 0.028% hits. AID 624246, 2012; active = well fitted inhibition curve with a large enough effect in the polarisation, with a control signal flat; inconclusive = small, poorly fitted or top-dose-only effect, or effect the other way, or a change in a side signal; inactive = no such curve, though single readings can be large or run the other way; the % refers to the polarisation;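 also: polarization taken with two DNA probes labelled with fluorescein and Texas red; potency is read from the fitted curve at half-maximal effect; % of control where 0% means no effect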
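His-tagged ERG Ets domain (1 uM in the protein solution; 300mM KCl, 50mM Tris-HCl, 1mM EDTA, 1mM DTT, pH 7.5) received compound, then a probe mix of 5 nM fluorescein-DNA and 100nM Texas-615-DNA. Fluorescence polarization was read for both dyes.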
D2 antag – HTS Assay for Allosteric Antagonists of the Human D2 Dopamine Receptor: Primary Screen for Antagonists. D(2) dopamine receptor (Homo sapiens), P14416. HEK293 TREx D2 cells, calcium flux, dopamine EC80. inhibition, % at 10 µM. 340,000 compounds, 2% hits. AID 485344, 2010; in the data active = inhibition above about 30%; also: 0% is about no effect
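Tetracycline-induced HEK293 T-REx cells expressing D2 force-coupled to calcium signalling were dye-loaded, exposed to compound for 180 s, then challenged with an EC80 of dopamine; calcium flux was followed kinetically for a further 180 s.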
The depositor's hits bear a star; ? = inconclusive; . = not tested or not shown; & = joins results of further samples; [ ] = another dose, or the depositor's remark. Unless noted, calls follow the shape of the dose curve; as a rule, active = well fitted curve in the direction sought with a large enough effect; inconclusive = small, poorly fitted or top-dose-only effect, or another doubt; inactive = no such curve, though single readings can be large; an effect the other way counts as inactive or inconclusive. The list is partial, so the mix of outcomes need not match the whole.

SMILES	12-LOX inh	Vif-APOBEC3F blk	D2 ag	Vif-A3G inh	LDHA block	Glioma ERSR ind	RGS4 inhibitor	ERG Ets-DNA blk	D2 antag
COc1ccccc1N1CCN(C(=O)/C=C/c2cccc([N+](=O)[O-])c2)CC1	0%	4%	-1.7	0%	-8	-2%	-36%	-13%	14
COc1ccccc1NC(=O)CCCc1nnc2n(C)c(=O)c3sccc3n12	-10%&-5%	2%	2.8&0.1	-7%	-7&-4	-5%	-6%&-14%	-5%&1%	3
Cc1onc(-c2ccccc2)c1C(=O)N/N=C/c1ccccc1OC(C)C	-5%	3%	1.6	3%	-2	-5%	7%	-3%	14
COc1ccc(NC(=O)Nc2cnccn2)cc1OC	1%	4%	0.8	-1%	3	-2%	9%	-8%	-17
CCOc1ccc(-n2c(N)c(C(=O)N3CCN(C)CC3)sc2=S)cc1	-2%	-5%	.	-8%	-9	1%	9%	2%	.
CCc1cc(C(=O)Nc2cnn(Cc3ccccc3C)c2)no1	6%&-11%	1%	-0.7	-2%	-5&-4	2%	14%	-14%	.
N=c1c2c3c(sc2ncn1CCCO)CCCC3	128%[activator]	-1%	1.4	0%	0	-3%	13%	7%	2
O=C1C(=O)N(CCS(=O)(=O)c2ccccc2)c2ccc(Cl)cc21	?	5%	0.4	-14%	10	3%	?	20%	-5
O=C(Nc1cccc(OCC(=O)N2CCOCC2)c1)c1ccc(C(F)(F)F)cc1	-4%	5%	0.3	-1%	2	4%	-6%	-16%	-11
CCOC(=O)C(=O)C1C(=O)Nc2ccccc21 (centres undefined)	?	1%	-0.7	0%	-2	3%	?	5%	9
O=[N+]([O-])c1ccc(S(=O)(=O)NCC(c2ccc3c(c2)OCO3)N2CCOCC2)cc1 (centres undefined)	5%	-4%	.	0%	-1	-2%	.	.	.
Cc1nc2nc(SCC(=O)N(Cc3ccccc3)C(C)C)nn2c(C)c1Cc1ccccc1Cl	2%	1%	0.9	-5%	2	-3%	-33%	-2%	.
Cc1ccc(C)c(N2CCN(C(=O)c3ccc(CS(=O)Cc4cccc(Cl)c4)o3)CC2)c1 (centres undefined)	7%	2%	0.5	2%	0	1%	20%	-5%	-6
COc1ccc(NC2CCCN(C(=O)CSc3ccccn3)C2)cc1OC (centres undefined)	-2%	1%	0.7	0%	8	-1%	?	1%	-1
O=C(Nc1ccc(C(=O)N2CCN(c3ccccc3)CC2)cc1)c1nsc2ccccc12	-8%	-1%	.	9%	-7	-4%	-2%	1%	.
Cc1cc(C)cc(NC(=O)CCC(=O)Nc2cc(C)on2)c1	8%	-4%	.	1%	-8	-2%	6%	.	.
COc1ccc(OC)c(S(=O)(=O)N2CC=C(c3c(C)n(CC(=O)N4CCCC4)c4ccccc34)CC2)c1	1%	-1%	0.5	-2%	22	-4%	-8%	-6%	.
Cc1ccc(C2=Nc3ccccc3NC(C)(c3ccc(C)o3)C2)o1 (centres undefined)	2%	-2%	-0.3	-7%	3	5%	-23%	5%	-7
C=C1OC(CO)(n2cnc3c(N)ncnc32)C(O)C1O (centres undefined)	.	.	.	-3%	-1	-4%&-4%	-7%	.	.
CCc1cccc(NC(=O)CCc2nc(-c3cccs3)no2)c1	-36%	-8%	0.3	1%	-4	-2%	11%	10%	20
O=C(Cc1coc2cc3c(cc12)CCC3)NCC1(N2CCCCC2)CCCCC1	?	4%	-0.3	2%	-7	-2%	23%	-4%	-15
CC(C)NC(=O)N(O)C1N(Cc2ccc3c(c2)OCO3)C(=S)SC1(C)C (centres undefined)	52%[activator]	7%	-1.3	-1%	-1	-6%	-10%	0%	1
NC(=O)c1nsc(C(=O)N(Cc2ccco2)C(C(=O)NCc2ccccc2)c2ccc(O)cc2)c1N (centres undefined)	?	1%	-2.9	-8%	-8	-1%	11%	-1%	5
COc1ccc(-c2cc(C(F)(F)F)nc(SCc3cccc(C(=O)O)c3)n2)cc1	?	-6%	0.1	0%	0	-2%	-5%	.	-7
COc1cc(C(=O)NCC(c2cccs2)N(C)C)cc(Cl)c1OC(C)C (centres undefined)	-25%	-3%	0.5	1%	-9	-2%	4%	-5%	34*
Cc1ccc(NC2c3ncccc3C(=O)N2Cc2ccc(F)cc2)cc1 (centres undefined)	-19%	0%	0.9	-1%	0	0%	-37%	-10%	12
COc1ccc(-n2c(=O)c3c4c(sc3n(CC(=O)NCC3CCCO3)c2=O)CN(C(C)=O)CC4)cc1OC (centres undefined)	-16%	-4%	.	-4%	1	-4%	.	.	.
Cc1ccc(S(=O)(=O)N2CCCOC2CNC(=O)C(=O)NCc2cccnc2)cc1 (centres undefined)	-7%	1%	0.5	-5%	-2	-5%	-9%	7%	-8
Cc1ccc(C)c(N2N=C(C(=O)N(CC(C)C)c3c(N)n(Cc4ccccc4)c(=O)[nH]c3=O)CCC2=O)c1	?	0%	2.3	-16%	-1	-1%	6%	-3%	-3
CSc1nsc(/C=C/Nc2ccc(C)cc2)c1C#N	2%	?	0.7	13µM*	10	2%	-19%	3%	25
O=C(Nc1ccc(-c2csc(Nc3ccc(Cl)cc3)n2)cc1)c1ccccc1	?	-3%	.	-5%	-4	-2%	-1%	-3%	.
O=C(O)/C=C\C(=O)N1CCc2ccccc21	-12%	0%	.	-5%	0	5%	1%	1%	.
NC(=O)CSc1oc(-c2ccco2)nc1S(=O)(=O)c1ccc(Cl)cc1	28µM*	4%&3%	0.2&0.9	0%&-2%	-4&-3	-2%&-5%	-17%&-14%	4%&-4%	26
Cc1ccc(-n2nnnc2SCC(=O)NCC2(N3CCCCC3)CCCCC2)c(C)c1	3%	-10%	0.7	-1%	-14	-4%	11%	4%	-31
Cc1cc(-c2ccccc2C(=O)NCc2ccccc2)on1	0%	-6%	0.4	-1%	-2	-1%	2%	3%	-6
CC(=O)Cc1nsc(NC(=O)c2csc3c2CCCC3)n1	-5%	.	-0.2	5%	-6	3%	26%	-9%	5
COc1ccccc1NCc1cccn1-c1nnc(N2CCOCC2)s1	-24%	1%	0.5	-3%	-1	0%	12%	-1%	.
CC(C)[C@H](NC(=O)C1CCN(S(=O)(=O)c2ccc(F)cc2)CC1)C(=O)N1CCCCCC1	-7%	-4%	1.1	4%	-4	-1%	35%	-1%	3
CCCCN(C(=O)CCNC(=O)NC12CC3CC(CC(C3)C1)C2)c1c(N)n(CCC)c(=O)[nH]c1=O	-11%	-16%	.	2%	-2	-3%	-17%	1%	.
O=C(Nc1ccc(Cl)cc1)Nc1cnccn1	-1%	1%	-2.5	-2%	1	2%	-8%[11.4 µM]	-4%	-8
CC(C)OCCCNC(=O)c1cn(C)c2ccc(S(=O)(=O)N3CCCC3)cc2c1=O	4%	1%	0.1	-6%	-1	-3%	-14%	-3%	-13
CC1=Nc2cc([N+](=O)[O-])ccc2NC(C)(C)C1	-8%	-26%	.	-4%	4	7%	-11%	9%	.
O=C1N[C@@H](Cc2ccccc2)C(=O)N1CCN1CCOCC1	-2%	-8%	-0.2	0%	-1	-3%	7%	-6%	15
COc1cc(C2C(C(=O)Nc3ccc(C)cc3C)=C(C)Nc3nc4ccccc4n32)cc(OC)c1OC (centres undefined)	-22%	0%	0.5	2%	0	-3%	2%	0%	.
COc1ccccc1NC(=O)C1=C(C)Nc2nc(SCc3ccccc3Cl)nn2C1c1cccnc1 (centres undefined)	0%	0%	0.0	1%	3	-3%	5%	7%	.
Cc1ccc(Cn2cc(/C=C/C(=O)O)c(-c3ccccc3)n2)cc1	-1%	6%	0.3	-10%	-8	1%	6%	0%	3
CN(C)C(CNC(=S)Nc1ccccc1Cl)c1cccnc1 (centres undefined)	0%	1%	.	-2%	-10	-8%	-6%	-2%	.
Cc1c(C)c2ccc(OC(C)C(=O)N3CC[C@@]4(O)CCCC[C@H]4C3)c(C)c2oc1=O (some centres undefined)	11%	2%	0.4	-3%	-6	-1%	17%	-2%	-26
COc1ccc(C[C@@H]2CN3C(=NC[C@@H]3C)N2C[C@H](C)NC(=O)CCC2CCCCC2)cc1	-13%	-5%	-0.5	6%	-15	-4%	-5%	-5%	-9

Screening data as filed in PubChem BioAssay.
